TEAD-YAP inh – TEAD-YAP interaction inhibition, primary screen, TEAD-YAP interaction inhibitor project, luminescence, HEK-TIYL cells. 1.4% of 640,000 active. TEAD-Gal4/YAP UAS-luciferase luminescence. inhibition, % at 9.12 µM. AID 1259422, 2018; in the data active = inhibition above about 32%;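 note: 0% = median of test compound wells and 100% = reference inhibitor wells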
GPR151 activ – activators of human GPR151, primary screen, cell-based, PathHunter beta-arrestin, luminescence; G-protein coupled receptor 151 (Homo sapiens), Q8TDV0; PathHunter beta-arrestin GPR151 cells; activation, % at 11.2 µM; 1% of 650,000 active; in the data active = activation above about 4.9%;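 note: 0% = median of compound wells and 100% = cells with positive control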
MITF inh – MITF inhibitors, primary screen, biochemical, AlphaScreen, human. AlphaScreen MITF homodimerization, bead proximity signal. inhibition, % at 2.6 µM. 0.91% of 650,000 active. AID 1259374, 2018; in the data active = inhibition above about 50%;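 note: 0% = vehicle wells with protein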
FBW7 activator – FBW7 E3 ligase activators, primary screen, biochemical, AlphaScreen, human; 0.13% of 650,000 active; AID 1259310, 2017; AlphaScreen FBW7–phospho-cyclin E peptide binding, activator screen; F-box/WD repeat-containing protein 7 (Homo sapiens), Q969H0; normalized activity (activation), % at 26.1 µM; in the data active = normalized activity above about 1.9%;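 note: purified mutant Fbw7 with reduced substrate affinity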
Target sequence (Q969H0 whole entry, looked up): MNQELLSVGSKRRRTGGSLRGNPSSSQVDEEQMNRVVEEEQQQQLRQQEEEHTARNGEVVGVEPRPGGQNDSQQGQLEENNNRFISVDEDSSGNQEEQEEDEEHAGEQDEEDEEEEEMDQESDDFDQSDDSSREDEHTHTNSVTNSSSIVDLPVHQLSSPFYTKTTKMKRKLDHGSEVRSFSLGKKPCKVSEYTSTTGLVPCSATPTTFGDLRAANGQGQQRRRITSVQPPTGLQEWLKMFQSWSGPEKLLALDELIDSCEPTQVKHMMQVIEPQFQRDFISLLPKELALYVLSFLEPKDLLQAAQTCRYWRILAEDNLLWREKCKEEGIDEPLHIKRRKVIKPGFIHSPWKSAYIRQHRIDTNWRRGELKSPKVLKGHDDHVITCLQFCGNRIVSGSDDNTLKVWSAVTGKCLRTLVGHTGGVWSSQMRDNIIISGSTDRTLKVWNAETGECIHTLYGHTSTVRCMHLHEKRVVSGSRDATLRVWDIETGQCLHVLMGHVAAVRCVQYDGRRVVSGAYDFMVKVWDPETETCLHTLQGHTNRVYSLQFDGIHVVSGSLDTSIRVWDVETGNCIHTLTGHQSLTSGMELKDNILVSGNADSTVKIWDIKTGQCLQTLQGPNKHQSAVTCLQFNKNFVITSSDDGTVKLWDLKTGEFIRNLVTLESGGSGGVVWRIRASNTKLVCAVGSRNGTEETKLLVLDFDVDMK
Active calls of the source: *.

1) CC(=O)c1cccc(N=C2NC(=O)CS2)c1
2) CC(NC(=O)C(=O)N/N=C/c1ccc(F)cc1)c1ccccc1 (stereo not given)
3) Cc1ccc(S(=O)(=O)Nc2ccc(Cl)cc2)cc1C(N)=O
4) Cc1nc2c(C(=O)O)cnn2c(C)c1Cc1ccc(Cl)cc1
5) Nc1cc(CN2C(=O)c3ccccc3C2=O)cc(Cl)c1O
6) CCc1ccccc1NC(=O)CCC(=O)OCC(=O)c1cccc(OC)c1
7) COc1cccc(CC2=NOC(C(=O)N3CC4CC5CC(C4)CC3C5)C2)c1 (stereo not given)
8) O=C(NC(=S)NCCN1CCOCC1)c1cccs1
screen / no.	1	2	3	4	5	6	7	8
TEAD-YAP inh	0	2	5	7	0	5	-38	-6
MITF inh	1	-3	1	6	6	9	-3	12
GPR151 activ	0.2	1.8	-0.6	5.8*	0.2	-0.7	0.0	-1.6
FBW7 activator	-0.3	-0.1	0.1	0.0	0.0	-0.1	0.2	0.4

9) COc1ccc(CCNC(=O)c2cncc(-c3ccc(OC)nc3)c2)cc1
10) COc1ccc(CN2CCC(C(=O)NCC(C)C)CC2)c(OC)c1
11) Cc1ccc(-c2ccccc2NC(=O)c2cccc3nccnc23)o1
12) O=C(COC(=O)c1cnc(Cl)c(Cl)c1)NC1CCCC1
13) Cc1ccc(C(=O)Nn2cnnc2)c(Cl)c1
14) CC(C)(C)c1[nH]nc2c1C(c1ccc(OC(=O)c3ccco3)cc1)C(C#N)=C(N)O2 (stereo not given)
15) CC(C)NCCOc1ccc(Cl)cc1Br
16) Cc1n[nH]c(C)c1S(=O)(=O)N1CCC(CO)(Cc2ccccc2C(F)(F)F)CC1
screen / no.	9	10	11	12	13	14	15	16
TEAD-YAP inh	-5	6	-3	2	-15	8	-7	8
MITF inh	16	17	-8	11	-11	6	2	-3
GPR151 activ	-1.3	-0.7	-1.4	0.4	-0.9	0.0	-1.7	0.0
FBW7 activator	0.3	0.0	0.1	0.4	0.0	0.2	0.1	0.0

17) CCOC(=O)C1C(=O)CC(C)(O)C(C(=O)OCC)C1c1ccc(O)c(OC)c1 (stereo not given)
18) COc1ccc(-c2ccc(SCc3ccccn3)nn2)cc1
19) Cc1ccc(OCC(=O)NC2CCCc3ccccc32)c([N+](=O)[O-])n1 (stereo not given)
20) Cc1ccc(C(=O)Nc2ccc(Cl)cc2C(F)(F)F)o1
21) CCOc1cc(C=O)cc(Br)c1OCC(=O)NCCc1ccccc1
22) O=C(NCC(O)c1ccc(Br)cc1)c1cn(-c2ccc3c(=O)[nH]ccc3c2)nn1 (stereo not given)
23) O=C(CNC(=O)c1cc(Cl)cc([N+](=O)[O-])c1)OCc1ccc([N+](=O)[O-])cc1
24) O=C(Nc1ccccc1Br)c1cc(S(=O)(=O)N2CCc3ccccc32)ccc1F
screen / no.	17	18	19	20	21	22	23	24
TEAD-YAP inh	1	-48	-18	-26	-6	-6	1	12
MITF inh	-166	-1	0	-4	13	16	11	13
GPR151 activ	1.8	-2.8	3.2	0.4	-1.3	-1.6	-0.6	0.3
FBW7 activator	0.2	-0.5	0.1	0.0	-0.2	0.0	-0.1	0.2

25) O=C(CCC(=O)c1ccc2c(c1)OCCO2)OCC(=O)c1cccc([N+](=O)[O-])c1
26) Cc1cc(Br)ccc1NC(=O)CCCN1C(=O)CCC1=O
27) C[C@H]1NC(=O)[C@@H]2C[C@H](NC(=O)c3ccc(Cl)c(Cl)c3)CN2C1=O
28) COc1ccc(NC(=O)c2ccc3c(c2)C(=O)N(CC2CCCO2)C3=O)cc1O (stereo not given)
29) CN(C)CCNCCOCCSc1ccc(Cl)cc1
30) Cn1cnnc1SCc1ccc(F)cc1Cl
31) CCOC(=O)C1=C(C)NC(=O)NC1c1cccc(I)c1 (stereo not given)
32) Cc1ccc(C(=O)O)cc1NS(=O)(=O)c1cc([N+](=O)[O-])ccc1C
screen / no.	25	26	27	28	29	30	31	32
TEAD-YAP inh	-1	7	0	4	-5	-8	-10	5
MITF inh	-12	-5	10	-141	-14	-11	-10	8
GPR151 activ	-0.3	0.0	-0.7	0.0	-1.6	0.7	0.2	2.2
FBW7 activator	0.1	-0.2	-0.1	-0.1	-0.4	-0.1	0.0	0.0

Limited to GPR151 activ and TEAD-YAP inh, for seven of the compounds above:
item | molecule | GPR151 activ | TEAD-YAP inh
32 | Cc1ccc(C(=O)O)cc1NS(=O)(=O)c1cc([N+](=O)[O-])ccc1C | 2.2 | 5
27 | C[C@H]1NC(=O)[C@@H]2C[C@H](NC(=O)c3ccc(Cl)c(Cl)c3)CN2C1=O | -0.7 | 0
30 | Cn1cnnc1SCc1ccc(F)cc1Cl | 0.7 | -8
29 | CN(C)CCNCCOCCSc1ccc(Cl)cc1 | -1.6 | -5
26 | Cc1cc(Br)ccc1NC(=O)CCCN1C(=O)CCC1=O | 0.0 | 7
28 | COc1ccc(NC(=O)c2ccc3c(c2)C(=O)N(CC2CCCO2)C3=O)cc1O (stereo not given) | 0.0 | 4
25 | O=C(CCC(=O)c1ccc2c(c1)OCCO2)OCC(=O)c1cccc([N+](=O)[O-])c1 | -0.3 | -1

Exported field by field: three of the compounds above.
[25] O=C(CCC(=O)c1ccc2c(c1)OCCO2)OCC(=O)c1cccc([N+](=O)[O-])c1
  TEAD-YAP inh: -1; MITF inh: -12; GPR151 activ: -0.3; FBW7 activator: 0.1

[26] Cc1cc(Br)ccc1NC(=O)CCCN1C(=O)CCC1=O
  TEAD-YAP inh: 7; MITF inh: -5; GPR151 activ: 0.0; FBW7 activator: -0.2

[27] C[C@H]1NC(=O)[C@@H]2C[C@H](NC(=O)c3ccc(Cl)c(Cl)c3)CN2C1=O
  TEAD-YAP inh: 0; MITF inh: 10; GPR151 activ: -0.7; FBW7 activator: -0.1

(cont.)
33) COCCCN(C(=O)Cn1ncc2c(=O)oc3ccc(C)cc3c21)C(C)c1ccncc1 (stereo not given)
34) CN1C(=O)C2(c3ccccc31)C(C(=O)NC1CCCC1)CC1CCCN12 (stereo not given)
35) COC(=O)Cn1c(=NC(=O)CN2C(=O)c3ccccc3C2=O)sc2ccccc21
36) OC[C@@H]1CCCN1c1ccnc2c(-c3ccccc3)cnn12
37) COC(=O)C(NC(=O)CCc1nnc2ccc(N3CCCCC3)nn12)C(C)C (stereo not given)
38) CCCn1c2ccccc2c2nnc(SCC(=O)Nc3ccc(S(N)(=O)=O)cc3)nc21
39) CC(C)[C@@H]1NC(=O)[C@H]2CN(C(=O)c3cccs3)CCN2C1=O
40) O=C(CCNC(=O)Cn1cnc2sc3c(c2c1=O)CCCC3)NCc1ccc(F)cc1
screen / no.	33	34	35	36	37	38	39	40
TEAD-YAP inh	-4	-6	7	-10	-12	13	-5	-3
MITF inh	-1	3	-7	-14	-20	8	10	2
GPR151 activ	1.9	0.7	2.3	-2.1	0.0	-1.4	2.1	-0.5
FBW7 activator	0.1	0.1	0.0	-0.4	0.2	0.1	0.3	-0.1

41) OCCNCc1cccc(Br)c1
42) Cc1cc(C)cc(C(=O)Nc2nnc(SCC(=O)N3CCCc4ccccc43)s2)c1
43) Cc1ccc2cc(C#N)c(N3CCCN(C(=O)c4ccco4)CC3)nc2c1C
44) Cc1cc(C)cc(NC(=O)c2cc(S(=O)(=O)N3CCN(c4cccc(Cl)c4)CC3)ccc2F)c1
45) O=C(NCc1nc2ccccc2[nH]1)c1csc(N2CCOCC2)n1
46) CCCN1CC=C2C(C#N)=C(N)C(C#N)(C#N)C(c3ccc(OCC(N)=O)cc3)C2C1 (stereo not given)
47) CCN1CCCC1CNC(=O)c1sc2ncn(CC(=O)N3CC(C)CC(C)C3)c(=O)c2c1C (stereo not given)
48) Cc1ccc(-c2cc(C(=O)Nc3cccc(Br)c3)c3ccccc3n2)cc1C
screen / no.	41	42	43	44	45	46	47	48
TEAD-YAP inh	-1	6	4	8	8	-4	3	-3
MITF inh	13	3	4	4	3	3	4	9
GPR151 activ	0.3	0.6	-1.4	2.2	2.1	-0.2	-0.5	-0.6
FBW7 activator	0.3	-0.1	0.1	-0.2	-0.2	0.0	-0.1	0.2

49) COc1ccc(N=CC2=C(O)CC(C)(C)CC2=O)cc1Br
50) c1ccc2c(c1)nc1n(CCN3CCOCC3)cnn21
51) O=C(O)/C=C/C(=O)Nc1ccccc1SC(F)F
52) N#Cc1cccc(NC(=O)COC(=O)c2cccc(S(=O)(=O)NCc3ccccc3)c2)c1
53) CCOc1ccc(CCn2nnc3c(sc4nc(C)cc(COC)c43)c2=O)cc1OCC
54) Cc1ccc(CCC(=O)Nc2ccc(OC(F)(F)F)cc2)o1
55) O=C(Nc1cc(Cl)ccc1Cl)C1CCCC(C(=O)Nc2cc(Cl)ccc2Cl)C1 (stereo not given)
56) COc1ccc(C(=O)N/N=C/c2cc(OC)c(O)c([N+](=O)[O-])c2)cc1OC
screen / no.	49	50	51	52	53	54	55	56
TEAD-YAP inh	-2	-7	7	3	-2	-10	-5	-10
MITF inh	-16	19	10	-1	-20	-3	2	-1
GPR151 activ	0.6	-1.1	1.9	-0.1	0.6	1.7	-0.8	-1.4
FBW7 activator	0.1	0.5	0.0	0.0	-0.1	-0.8	0.0	0.0

57) CCCc1cc(=O)[nH]c(SCC(=O)Nc2ccccc2C#N)n1
58) Cc1ccccc1C(=O)NNC(=O)c1ccncc1
59) COc1ccccc1CNC(=O)COc1ccc(C)c(C)c1
60) COc1cccc(-n2nnnc2SCC(=O)OC(C)C)c1
61) CC1=NNC(=O)C1CCC(=O)N/N=C/c1cccc([N+](=O)[O-])c1 (stereo not given)
62) COc1cccc(NC(=O)CCc2c(C)nc3c4c(C)cc(C)nc4nn3c2C)c1
63) CC(C)c1ccc(S(=O)(=O)/N=C2/C=CC(=O)c3ccccc32)cc1
64) COc1ccc(CCNC(=O)c2nonc2N)cc1
screen / no.	57	58	59	60	61	62	63	64
TEAD-YAP inh	5	-18	-3	3	-2	1	10	-21
MITF inh	4	7	-13	-1	-3	-8	10	7
GPR151 activ	-0.9	0.7	1.5	0.0	0.5	2.8	0.1	0.8
FBW7 activator	0.0	0.8	0.1	-0.1	0.0	-0.2	-0.1	0.1

65) NC(=O)c1csc(Oc2ccccc2)n1
66) COc1cc(C(=O)N2CCC(N3CCCCCC3)CC2)cc(OC)c1OC
67) COc1ccc(O)c(C(=O)c2c[nH]c(=O)c(C(C)=O)c2)c1
68) O=[N+]([O-])c1ccc(Cl)c(S(=O)(=O)NCc2cccs2)c1
69) O=C(O)CCNCC(c1ccc(F)cc1)N1CCOCC1 (stereo not given)
70) CC(C)(C)c1ccc(/C=C/C(=O)Nc2ncn[nH]2)cc1
71) Cc1ccc(C)c(N(CC(=O)Nc2ccc(C(N)=O)cc2)S(C)(=O)=O)c1
72) O=C(CSc1ncnc2nc[nH]c12)c1cccc([N+](=O)[O-])c1
screen / no.	65	66	67	68	69	70	71	72
TEAD-YAP inh	10	7	14	-6	1	-3	-7	10
MITF inh	-6	36	6	5	37	-7	-1	14
GPR151 activ	-1.2	-0.9	0.6	2.8	0.2	1.0	-0.2	0.4
FBW7 activator	0.0	0.0	-0.2	-0.1	0.0	0.0	0.2	0.1

Reprinted at random: 4 compounds from above, in no set order.
67) COc1ccc(O)c(C(=O)c2c[nH]c(=O)c(C(C)=O)c2)c1
66) COc1cc(C(=O)N2CCC(N3CCCCCC3)CC2)cc(OC)c1OC
65) NC(=O)c1csc(Oc2ccccc2)n1
71) Cc1ccc(C)c(N(CC(=O)Nc2ccc(C(N)=O)cc2)S(C)(=O)=O)c1
screen / no.	67	66	65	71
TEAD-YAP inh	14	7	10	-7
MITF inh	6	36	-6	-1
GPR151 activ	0.6	-0.9	-1.2	-0.2
FBW7 activator	-0.2	0.0	0.0	0.2

New compounds follow:
73) COCCNC(=O)CSc1nc(-c2ccc(Br)cc2)[nH]c1-c1ccccc1
74) CN1CCN(c2nccn3c(-c4ccc(Cl)cc4)cnc23)CC1
75) CC#CC(=O)N1CCC(CO)(Cc2ccc(Cl)cc2)CC1
76) CN(C)C(=O)CSc1ccc(-c2ccc3c(c2)OCCO3)nn1
screen / no.	73	74	75	76
TEAD-YAP inh	15	-5	-15	-35
MITF inh	-15	17	10	-1
GPR151 activ	-0.3	0.1	0.2	1.8
FBW7 activator	-0.1	0.7	-0.1	0.0
